Screening data from PubChem BioAssay.
N370S GC mod: N370S glucocerebrosidase modulation, Gaucher chaperone candidate; P04062; N370S GC spleen homogenate, 4MU-glucoside fluorescence; Potency, µM (highest dose often 59.4 µM), without a hit: top-dose activity change, negative = inhibition, most hits filed as inhibitors; 0.092% of 330,000 active; AID 2101;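 further: 0% = full enzyme activity and -100% = no enzyme basal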
TDP1 block: inhibitors of human tyrosyl-DNA phosphodiesterase TDP1; Q9NUW8; Potency, µM (series often up to 130 µM), for the others: at the highest dose activity change, negative = inhibition, usual class: inhibitors; 0.28% of 350,000 active; AID 485290; recombinant TDP1, AlphaScreen DNA substrate cleavage; further: nearly all actives have a fitted effect of over 40% in size
Target sequence (Q9NUW8 whole entry, looked up): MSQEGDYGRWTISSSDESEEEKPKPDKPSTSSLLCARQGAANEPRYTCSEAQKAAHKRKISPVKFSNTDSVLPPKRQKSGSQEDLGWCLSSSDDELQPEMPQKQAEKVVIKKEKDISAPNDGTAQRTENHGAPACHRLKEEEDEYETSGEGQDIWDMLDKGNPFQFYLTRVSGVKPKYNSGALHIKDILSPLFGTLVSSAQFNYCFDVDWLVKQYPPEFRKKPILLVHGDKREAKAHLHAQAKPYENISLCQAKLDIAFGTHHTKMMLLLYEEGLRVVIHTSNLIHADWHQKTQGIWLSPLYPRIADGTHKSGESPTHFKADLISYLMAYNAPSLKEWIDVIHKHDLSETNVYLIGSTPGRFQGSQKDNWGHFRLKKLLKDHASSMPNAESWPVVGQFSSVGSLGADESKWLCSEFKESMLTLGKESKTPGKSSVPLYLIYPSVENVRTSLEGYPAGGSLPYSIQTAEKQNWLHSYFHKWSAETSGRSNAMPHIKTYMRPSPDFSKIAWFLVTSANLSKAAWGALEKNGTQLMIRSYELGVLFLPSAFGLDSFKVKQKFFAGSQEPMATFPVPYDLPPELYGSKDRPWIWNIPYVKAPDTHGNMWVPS
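Tdp1 1 nM final; 15 min RT w/ cpd; substrate 15 nM, 5 min; beads 10 ug/ml, 10 min; AlphaScreen read. Neg ctrl: no enzyme.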
TDP1 cell noCPT: qHTS for Inhibitors of human tyrosyl-DNA phosphodiesterase 1 (TDP1): qHTS in cells in absence of CPT; 15% of 420,000 active; DT40 Tdp1-/- hTDP1 cells, no CPT, ATP luminescence, 48 h; Potency, µM (highest dose often 46.2 µM), for inactives: at the top dose activity change, negative = growth inhibition, usual class: inhibitors; AID 686978, 2013; further: nearly all actives have a fitted effect of over 55% in size
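Seeded 400 DT40-hTDP1 cells/well (vehicle DMSO, no 20 nM CPT); pinned compounds; ≥48 hr at 37 °C; CellTiter-Glo luminescence as viability measure.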
* marks the source's active call; other numbers are inactive results; ? = inconclusive; / = not tested or not shown; & = joins results of further samples; [ ] = remark or other dose. The call rests on the fitted dose curve; in most records, active means well fitted curve in the direction sought with a large enough effect; inconclusive means small, poorly fitted or top-dose-only effect, or another doubt; inactive means no such curve, though single readings can be large; an effect the other way counts as inactive or inconclusive. Unless noted, on the % scale 0 is the no-effect control and ±100 the full control effect; potency means the concentration at half of the fitted maximal effect.

Values run as follows: N370S GC mod	TDP1 cell noCPT	TDP1 block
- Cc1cccc(NC(=O)Cn2c(=O)oc3cc(S(=O)(=O)NCc4ccccc4)ccc32)c1
→ /	?	-3.9%
- CCOC(=O)c1nn(-c2ccccc2F)c(-c2ccccc2)c1C(=O)c1ccccc1
→ 7.7%	?	-4.0%
- CCCCCCCNC(=O)CN1N=C(c2ccc(C)cc2)CCC1=O
→ -9.0%	-26.2%	/
- CCOc1ccc(-n2c(SCc3ccc(C(=O)OC)o3)nc3c(c2=O)SCC3)cc1
→ 19.9%	?	2.2%
- CCOc1ccc(S(=O)(=O)NCCC(=O)N(C)Cc2cccs2)cc1
→ /	?	1.2%
- CCOc1ccc(C2C(=O)N(C3CCCCCC3)CC(=O)N2CCc2ccc(OC)c(OC)c2)cc1OC (stereo not drawn)
→ /	?	7.8%
- CC(=O)C(Cc1ccccc1)NC(=O)CN1c2cccc3cccc(c23)S1(=O)=O (stereo not drawn)
→ /	1.3%	-2.8%[56.1 µM]
- COc1ccc(S(=O)(=O)N2CCCC(C(=O)Nc3ccc(OC)c(OC)c3)C2)cc1 (stereo not drawn)
→ -1.0%	?	3.8%
- CN(C(=O)c1ccc(Br)o1)C1CCS(=O)(=O)C1 (stereo not drawn)
→ 0.2%	-27.3%	/
- Nc1cnc(CNc2ccccc2Cl)cn1
→ 2.5%	2.2%	5.9%
- CCCCCN(C(=O)CCC(=O)OCC(=O)c1ccc(CCC)cc1)c1c(N)n(CCCC)c(=O)[nH]c1=O
→ -8.9%	?	/
- O=C(NCc1ccccn1)C(=O)NCC1OCCN1S(=O)(=O)c1ccc(F)cc1 (stereo not drawn)
→ -4.6%	19.7%	-4.6%
- CC(C)(C)CNc1cc(N2CCCC2)ccc1[N+](=O)[O-]
→ 21.9%	-23.8%	1.0%
- CCc1noc(-c2ccc(NC(C)c3ccccc3)c([N+](=O)[O-])c2)n1 (stereo not drawn)
→ /	?	11.4%
- CC(C)(O)CNC(=O)C(Cc1ccccc1)N1C(=O)c2ccccc2C1=O (stereo not drawn)
→ -4.4%	-0.3%	/

Continuation:
Values run as follows: N370S GC mod	TDP1 cell noCPT	TDP1 block
- COCC(=O)N(Cc1nc2ccccc2c(=O)[nH]1)Cc1cccs1
→ 3.3%	?	0.0%
- COc1ccccc1C1CC(c2ccco2)=NN1S(C)(=O)=O (stereo not drawn)
→ 0.7%	?	-1.2%
- CNC(=S)NNc1ccccc1[N+](=O)[O-]
→ -2.2%	-17.9%	8.9%
- CC1(C)Cc2cccc(OCC(=O)OCC(=O)NCc3ccc(F)cc3)c2O1
→ 2.2%	-22.4%	4.7%
- COc1ccc(S(=O)(=O)Nc2cccc3c2O[C@H](CN(C)S(=O)(=O)c2ccc(F)cc2)[C@H](C)CN([C@H](C)CO)C3=O)cc1
→ /	?	0.2%
- O=C(c1ccc(F)cc1)n1ccc(-c2cnc(-c3ccccc3)s2)n1
→ 6.1%	-29.6%	3.6%
- CCOC(=O)c1c(NC(=O)CSc2cn(CCNC(=O)c3c(F)cccc3F)c3ccccc23)sc2c1CCC2
→ /	?	5.8%
- CCCCNC(=O)c1c(-c2ccccc2)c(-c2ccccc2)nn(C)c1=O
→ /	?	-2.3%
- COc1ccc(C(=O)Nc2cccc(OC(=O)c3ccc(C)c(C)c3)c2)cc1
→ 1.4%	23.1µM*	0.0%
- CCN(CC)S(=O)(=O)c1ccc(NC(=O)c2ccc(Cl)nc2)cc1
→ 0.5%	23.1µM*	-0.6%
- Cc1cc(C(=O)Nc2cccc(/C=C/C(=O)O)c2)c(C)o1
→ 6.0%	-10.8%	0.0%
- CCOC(=O)c1nnc2c(-c3ccc(Cl)cc3)c(C)nn2c1C
→ /	?	9.7%
- CC(C)c1ccc(CNC(=O)C2CC(=O)N(C3CCCCC3)C2)cc1 (stereo not drawn)
→ -6.9%	-19.8%	3.1%
- COc1ccc(C(=O)CCC(=O)Nc2cc(C)ccc2C)cc1
→ /	-23.5%	0.9%
- CCCn1c(N)c(N(CCOC)C(=O)c2ccc(C#N)cc2)c(=O)[nH]c1=O
→ -20.5%	-14.9%	/

(more compounds)
Values run as follows: N370S GC mod	TDP1 cell noCPT	TDP1 block
- COc1ccccc1NC(=O)NC1(C(=O)NCC2CCCO2)CCCCC1 (stereo not drawn)
→ -3.1%	-0.5%	2.8%
- O=C1C=C(O)CC(c2ccc(Cl)c(Cl)c2)C1 (stereo not drawn)
→ -5.1%	6.1%	-7.8%
- Cc1nnc(SCC(=O)Nc2sc3c(c2C#N)CCCCC3)n1N
→ 9.2%	-22.2%	-10.1%
- CC(=O)Nc1ccc(NC(=O)c2c(C)nc3ccccn23)cc1
→ 0.4%	4.1%	3.8%
- O=C1CSc2ccc(C(=O)NCC(c3ccco3)N3CCCCC3)cc2N1 (stereo not drawn)
→ -22.6%	-11.2%	0.0%
- COc1cc(NC(=O)CSc2nnc3ccc(-c4ccncc4)nn23)cc(OC)c1
→ -0.8%	?	1.8%
- C=CCNC(=O)NC(=O)COC(=O)/C=C/c1cccc([N+](=O)[O-])c1
→ -3.0%	-5.7%	-7.7%
- S=c1[nH]nc(CCSCc2ccccc2)n1-c1ccccc1
→ 11.4%	?	0.0%
- Cc1cccc(NC(=O)CN2C(=O)C(C)Oc3ccccc32)n1 (stereo not drawn)
→ 2.0%	-0.2%	5.3%
- CCC(CC)c1nnc(NC(=O)c2cc(-c3ccccc3)nc3ccccc23)s1
→ 3.1%	-4.7%	5.5%
- Cc1ccc(C(=O)c2cc([N+](=O)[O-])ccc2N2CCOCC2)cc1C
→ 9.2%	0.731µM*	1.1%
- CC(C)(C)OC(=O)N1Cc2ccccc2C[C@H]1C(=O)NC1CCCC1
→ -2.8%	-7.0%	/
- O=C(NC1CCSc2ccccc21)c1ccccc1F (stereo not drawn)
→ -14.4%	-0.5%	1.0%
- Cc1cc(-c2n[nH]c(=S)n2/N=C/c2ccco2)n[nH]1
→ -5.2%	13.9%	-8.4%
- COc1ccc(-n2c(COc3ccc(C)cc3)nnc2SCc2ccc(C#N)cc2)cc1
→ -0.7%	?	1.9%

Further entries follow.
Values run as follows: N370S GC mod	TDP1 cell noCPT	TDP1 block
- COc1ccc(-n2c(=O)c(-c3ccccc3)nc3cnc(N4CCN(C)CC4)nc32)cc1
→ -23.0%	-19.4%	/
- Cc1cc(C)c2nc(N3CCN(C)CC3)c(C#N)cc2c1
→ -15.7%	?	-3.2%
- COc1cccc(C2C(C#N)=C(N)N(N(C)C)C3=C2C(=O)CCC3)c1 (stereo not drawn)
→ -0.7%	10.3%	/
- COc1cc(CN(C(=O)c2ccccc2F)C2CCS(=O)(=O)C2)cc(OC)c1OC (stereo not drawn)
→ /	-3.2%	6.1%
- CCOc1ncccc1C(=O)OCc1ccc(Cl)cc1
→ 6.4%	5.7%	-3.5%
- Cc1[nH]c2ccccc2c1SCCNC(=O)c1ccc(Br)o1
→ 27.1%	?	0.0%
- COCCN=C1Sc2nc3ccc(C)cc3cc2CN1Cc1ccco1
→ -18.1%	?	3.4%
- C[C@]12CC[C@H](O)C[C@@H]1CC[C@@H]1[C@@H]2CC[C@@]2(C)[C@H]1CCC(=O)[C@]21CCCO1
→ /	?	0.1%[56.1 µM]
- Cc1onc(-c2ccccc2)c1NC(=O)Nc1ccc(OC(F)F)cc1
→ 7.9%	?	1.2%
- Cc1ccc(C(=O)O/N=C(\N)c2ccc(C(F)(F)F)cn2)cc1
→ 0.5%	24.4%	/
- CCOC(=O)C1=C(CN2CCOCC2)NC(=O)NC1c1cccc([N+](=O)[O-])c1 (stereo not drawn)
→ -15.4%	6.0%	8.4%
- O=S(=O)(NCc1cccnc1)c1ccc(Cl)c2ccccc12
→ -7.8%	-29.6%	5.8%
- COc1cc2nc(N(C)CCCNC(=O)[C@@H]3CCCO3)nc(N)c2cc1OC
→ ?	/	6.4%[56.1 µM]
- CN(Cc1ccccc1)S(=O)(=O)c1ccc(NC(=O)C2CCCO2)cc1 (stereo not drawn)
→ -8.4%	?	1.0%
- CC1=C(C(=O)OCc2ccccc2)C(c2cccc(Br)c2)NC(=O)N1 (stereo not drawn)
→ -12.1%	?	/

(more compounds)
Values run as follows: N370S GC mod	TDP1 cell noCPT	TDP1 block
- COc1ccc(CCC(=O)NCCNC(=O)CCc2ccc(OC)cc2)cc1
→ -13.5%	-2.3%	/
- O=C(NC1=NCCS1)c1ccc(Cl)cc1
→ 5.1%	-7.3%	1.0%
- CCc1cccc(C)c1NS(=O)(=O)c1ccc(-n2cccn2)cc1
→ /	25.9µM*	2.8%
- O=c1c2cnn(-c3ccccc3)c2ncn1Cc1ccccn1
→ -9.6%	-28.5%	5.7%
- O=C(OCc1cccc(C(F)(F)F)c1)c1cc(S(=O)(=O)N2CCOCC2)ccc1F
→ -5.3%	-15.1%	-11.8%
- O=c1c(CCc2ccccc2)nc2cnc(Oc3cccc(Cl)c3)nc2n1C[C@H]1CCCO1
→ 1.8%	?	/
- Cc1ccc(CSC2=Nc3ccccc3C3=NC(CC(=O)NCc4cccs4)C(=O)N23)cc1 (stereo not drawn)
→ /	16.4µM*	0.5%
- CN(C)/[N+]([O-])=N/Oc1cc(ON=[N+]([O-])N2CCN(c3ncccn3)CC2)c([N+](=O)[O-])cc1[N+](=O)[O-]
→ -9.0%	/	0.9%
- CC(C)Nc1nnc(SCC(=O)Nc2sccc2C#N)s1
→ /	?	-4.2%
- CCCCNC(=O)Cn1cnc2sc(C)c(S(=O)(=O)N3CCN(c4ccccc4OC)CC3)c2c1=O
→ -7.8%	-25.1%&-14.9%	0.0%&-2.9%
- COc1ccc(S(=O)(=O)N/N=C/c2ccc(OCCN3CCOCC3)c(OC)c2)cc1
→ -1.4%	-14.3%	3.0%
- Cc1cccc(C(=O)NC2CC3CCCC(C2)N3S(=O)(=O)c2ccccc2)c1 (stereo not drawn)
→ 24.6%	18.4µM*	4.6%
- CCOC(=O)Cc1csc(NC(=O)C2CCCCC2C(=O)O)n1 (stereo not drawn)
→ -4.5%	-9.9%	/
- C=CCNC(=O)C(=O)Nc1cc2c3c(c1)CCC(=O)N3CCC2
→ -4.8%	-0.4%	1.0%
- COc1ccc(OCC(=O)NCc2ccc3c(c2)CCN3C(=O)c2ccccc2)cc1
→ /	13µM*	4.4%

Of the compounds above, two have a CF3 group.
Values run as follows: N370S GC mod	TDP1 cell noCPT	TDP1 block
- Cc1ccc(C(=O)O/N=C(\N)c2ccc(C(F)(F)F)cn2)cc1
→ 0.5%	24.4%	/
- O=C(OCc1cccc(C(F)(F)F)c1)c1cc(S(=O)(=O)N2CCOCC2)ccc1F
→ -5.3%	-15.1%	-11.8%

Going on with the list.
Values run as follows: N370S GC mod	TDP1 cell noCPT	TDP1 block
- O=C(Nc1ccccc1C(=O)O)c1cc(S(=O)(=O)N2CCCCC2)cs1
→ 14.2%	-9.2%	8.6%
- CN(C)c1ccc(-c2nn3c(C4CCCCC4)nnc3s2)cc1
→ 10.5%	23.1µM*	2.4%
- CCC(C)(C)c1nnc(NC(=O)C2CCN(C(=O)c3ccco3)CC2)s1
→ -0.9%	?	/
- Cc1ccc(-c2csc(NC(=O)c3cc([N+](=O)[O-])ccc3N3CCOCC3)n2)cc1
→ -15.7%	?	7.2%
- C=CCn1c(SCC(=O)Nc2ccc(C(=O)O)cc2)nc2scc(-c3ccccc3)c2c1=O
→ /	-5.8%	-1.5%
- Cc1ccc(C)c(NC(=O)c2ccc3c(c2)CCN3S(C)(=O)=O)c1
→ /	?	2.3%
- COc1oc(-c2ccc(Cl)cc2)nc1C(F)(F)F
→ 3.9%	-22.5%	2.2%
- CC(C)CN(C(=O)CCNC(=O)c1ccc(Cl)cc1)C1CCS(=O)(=O)C1 (stereo not drawn)
→ /	?	-0.2%
- CCOc1ccc(C(=O)NCCC(=O)NCCCC(=O)O)cc1
→ 16.7%	-2.0%	2.3%
- COc1cccc(-c2nc(NCCN3CCOCC3)c3ccccc3n2)c1O
→ 0.2%	18.4µM*	-5.9%
- CN1CCN(CC#CC(C)(O)C2CC3C=CC2C3)CC1 (stereo not drawn)
→ -13.2%	1.3%	/
- CCOC(=O)c1c(C)[nH]c(C)c1S(=O)(=O)N1CCCC(C(=O)NCc2cccc(C)c2)C1 (stereo not drawn)
→ /	-3.3%	7.9%
- CCOC(=O)c1cccc(NC(=O)CSc2nnc(CNc3ccc(C)cc3)n2CC)c1
→ -1.3%	?	7.4%
- CCOC(=O)c1nn(-c2ccccc2C)c2nc(Nc3ccccc3)cc(=O)n12
→ 9.8%	-0.8%	5.3%
- CCc1nc(C#N)c(N2CCOCC2)o1
→ -1.7%	-16.1%	2.7%

Other compounds follow.
Values run as follows: N370S GC mod	TDP1 cell noCPT	TDP1 block
- Cc1cccnc1NC(=O)c1ccco1
→ 1.1%	-21.0%	-0.3%
- CCOC(=O)c1c(C)[nH]c(C2=NNC(=NC3CC3)SC2)c1C
→ 1.1%	?	3.6%
- CCOC(=O)Cc1nnc(-c2ccccc2)o1
→ -7.7%	-9.9%	0.0%
- NC(=O)CSc1oc(-c2ccco2)nc1S(=O)(=O)c1ccc(Br)cc1
→ -3.4%	-20.2%&-11.0%	3.6%&0.0%
- CNC(=O)c1c(NC(=O)c2nc(SCc3ccc(C)cc3)ncc2Cl)sc2c1CCCC2
→ /	-14.9%	-2.3%

A portion of the library, so the mix of outcomes need not match the whole.
